Screens deposited in PubChem BioAssay by National Center for Advancing Translational Sciences (NCATS).
USP2a inh = blocks human ubiquitin-specific protease USP2a | O75604 | USP2 core, Ub-CHOP2 coupled fluorogenic reporter, 485/531 | Potency, µM (highest dose often 38.3 µM), for inactives: at the top dose activity change, negative = inhibition, usual class: inhibitors | 330,000 tested, 0.01% active | AID 463254;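 also: potency is read from the fitted curve at half-maximal effect; plate controls were DMSO wells for no effect and full inhibition by NEM control for full effect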
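USP2 core (10nM final) preincubated 30min RT with compound in 20mM Tris-HCl pH 8.0, 2mM CaCl2, 2mM beta-mercaptoethanol, 0.05% CHAPS; 25nM Ub-CHOP2 plus 25nM reporter substrate added, fluorescence (Ex485/Em531) read after 60min.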
Eya2 inh = Eya2 (human) phosphatase inhibition | Potency, µM (titrated, usually from 76.9 µM), inactives show at the highest dose activity, negative = inhibition, actives largely listed as inhibitors | recombinant Eya2, OMFP fluorescence dephosphorylation (OMFP is methylfluorescein phosphate) | 330,000 tested, 0.006% active | O00167; also: potency is read from the fitted curve at half-maximal effect; % is scaled to controls: 0 for no effect and ±100 for the full control effect
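Eya2 protein (added as 0.2 uM solution) was preincubated with compound for 10 min at ambient temperature in 50 mM HEPES pH 7.5, 50 mM NaCl, 5 uM MgCl2, 0.05% BSA, 1 mM DTT. OMFP (added at 50 uM) then reacted 10 min; fluorescence read at 485/525 nm.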
Menin-MLL TR inh = inhibitors of human menin-MLL interaction, mutant MLL peptide. O00255. Menin + Texas Red MLL mutant peptide, fluorescence polarization. Potency, µM (titrated, usually from 61.6 µM), without a hit: top-dose FP activity change, negative = inhibition, most hits filed as inhibitors. 270,000 tested, 0.23% active; active = well fitted inhibition curve with a large enough effect in the polarisation, with a control signal flat, not every such curve was filed as active; inconclusive = small, poorly fitted or top-dose-only effect, or effect the other way, or a change in a side signal; inactive = no such curve, though single readings can be large or run the other way; the % refers to the polarisation; also: potency is read from the fitted curve at half-maximal effect; % of control where 0% means no effect; many of its hits are not listed in these tables
GALK inh = inhibitors of human galactokinase; Potency, µM (doses to about 57.5 µM), inactives show at the top dose activity change, negative = inhibition, most hits filed as inhibitors; Purified GALK, Kinase-Glo residual ATP luminescence; 270,000 tested, 0.007% active; P51570; AID 1868; also: potency is read from the fitted curve at half-maximal effect; % is scaled to controls: 0 for no effect and ±100 for the full control effect
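Luminescence from leftover ATP (Ultra-Glo luciferase/luciferin) served as read-out after a 1 h room-temperature reaction of 5 nM GALK with 35 uM ATP and 100 uM galactose.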
PKM2 activator = activators of human pyruvate kinase M2. purified PKM2, Kinase-Glo ATP luminescence, activation; response scale: 0% is enzyme alone, no compound. Potency, µM (highest dose often 57.5 µM), for the others: top-dose activation, hits mostly activators. 260,000 tested, 0.34% active. AID 1631; also: potency is read from the fitted curve at half-maximal effect; % is scaled to controls: 0 for no effect and ±100 for the full control effect; nearly all actives have a fitted effect of over 55% in size
Target sequence (P14618 whole entry, looked up): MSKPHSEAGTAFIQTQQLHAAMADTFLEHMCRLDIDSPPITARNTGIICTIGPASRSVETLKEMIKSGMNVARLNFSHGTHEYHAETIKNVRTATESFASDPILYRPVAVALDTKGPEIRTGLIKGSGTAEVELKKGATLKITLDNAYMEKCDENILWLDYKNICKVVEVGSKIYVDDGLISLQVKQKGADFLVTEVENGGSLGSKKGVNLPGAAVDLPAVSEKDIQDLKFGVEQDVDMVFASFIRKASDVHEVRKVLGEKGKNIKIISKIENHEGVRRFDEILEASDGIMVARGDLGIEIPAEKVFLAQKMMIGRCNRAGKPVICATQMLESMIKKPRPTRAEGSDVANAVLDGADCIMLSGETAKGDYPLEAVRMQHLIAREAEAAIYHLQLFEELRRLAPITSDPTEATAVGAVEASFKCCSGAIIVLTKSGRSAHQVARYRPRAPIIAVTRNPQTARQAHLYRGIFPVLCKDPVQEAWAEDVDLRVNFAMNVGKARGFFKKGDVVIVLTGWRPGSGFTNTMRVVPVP
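Kinase-Glo luminescence reports ATP generated from ADP (0.1 mM) and PEP (0.5 mM) by purified hPK-M2 after 1 h at room temperature, pH 7.2 imidazole buffer; intermediate enzyme activity allows detecting inhibitors and activators.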
TSHR antagonist = human thyrotropin receptor antagonism; P16473; TSHR-expressing cells, TSH-stimulated cAMP HTRF, 2 h; active compounds read low; activity change, negative = inhibition, % at 11.5 µM; 330,000 tested, 0.2% active; AID 504810;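 active = activity change below a set negative limit, meaning inhibition stronger than a set level, cut at about -70% in these data; inconclusive = activity change between two set negative limits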; also: % is scaled to controls: 0 for no effect and ±100 for the full control effect
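Freshly harvested TSHR cells receive pin-tooled compound, then EC80 TSH at 4nM final. After 2 hours at 37 deg C, antibody in lysis buffer and cAMP-d2 are added; 30 minutes at ambient temperature precede the HTRF read.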
Mito fusion yeast = blocks mitochondrial division or promotes mitochondrial fusion. 320,000 tested, 0.23% active. S. cerevisiae fusion-defective mutant growth rescue, CellTiterGlo 48 h. AID 485298. Potency, µM (highest dose often 46.1 µM), without a hit: top-dose growth rescue (activation), most hits filed as activators;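 also: potency is read from the fitted curve at half-maximal effect; % of control where 0% means no effect; nearly all actives have a fitted effect of over 45% in size; temperature-sensitive fusion mutants such as fzo1-1 at 37 °C on non-fermentable ethanol glycerol medium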
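Luminescent cell viability in 1536-well qHTS format served as the measure of rescued growth in ts fusion-mutant S. cerevisiae cultured on non-fermentable YPEG for 48 hours at 37C.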
MBNL1-CUG inh = blocks human MBNL1 binding to CUG repeat RNA | TR-FRET MBNL1-His/biotin-(CUG)12 binding, 665/545 ratio | Q9NR56 | 280,000 tested, 0.036% active | Potency, µM (titrated, usually from 57.5 µM), without a hit: at the highest dose activity change, negative = inhibition, most hits filed as inhibitors; active = well fitted inhibition curve with a large enough effect in the signal ratio, with a control signal flat, not every such curve was filed as active; inconclusive = small, poorly fitted or top-dose-only effect, or effect the other way, or a change in a side signal; inactive = no such curve, though single readings can be large or run the other way; the % refers to the signal ratio; also: potency is read from the fitted curve at half-maximal effect; % is scaled to controls: 0 for no effect and ±100 for the full control effect
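Ratiometric TR-FRET (665 over 545 nm, excitation 340 nm) tracks disruption of MBNL1-His/biotin-(CUG)12 complex after 60 min at room temperature, with compounds at 92 nM to 58 uM final.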
Chronic BCR inh = blocks chronic active B-cell receptor signaling; 340,000 tested, 0.05% active; ABC-DLBCL IkBa-CBG/CBR reporter, luminescence ratio, 4 h; Potency, µM (titrated, usually from 46.1 µM), without a hit: top-dose ratio change, negative = lower green/red ratio, usual class: inhibitors; active = well fitted inhibition curve with a large enough effect in the signal ratio, with a control signal flat, not every such curve was filed as active; inconclusive = small, poorly fitted or top-dose-only effect, or effect the other way, or a change in a side signal; the % refers to the signal ratio;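 also: potency is read from the fitted curve at half-maximal effect; plate controls were basal doxycycline-induced cells for no effect and cells given 10 µM MG132 for full effect; MG132 reads +100%, hits lower the ratio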
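Compounds up to 46 uM were incubated four hours with TMD8 cells whose green CBG68 luciferase is fused to IkappaBalpha; red CBR luminescence normalised the signal, and concentration-effect curves were fitted to fusion, red and ratio data.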
KCNH2 WT inh = inhibitors of human wildtype KCNH2 potassium channel | U2OS, BacMam KCNH2, thallium flux FluxOr; active compounds read low | activity change, % at 1.84 µM | 340,000 tested, 0.37% active | AID 720551;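 active = maximum activity change below -70%; inconclusive = maximum activity change between -70% and -50%; inactive = maximum activity change above -50%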; also: % is scaled to controls: 0 for no effect and ±100 for the full control effect
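U2OS cells transduced with wild-type KCNH2 virus are loaded with FluxOr dye for 45 min, and thallium flux is measured in kinetic reads before and after stimulation buffer. Rate constants are normalized to DMSO controls.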
ASM inhibitor = inhibitors of human secretory acid sphingomyelinase; Potency, µM (top dose mostly 57.5 µM), for the others: at the highest dose activity change, negative = inhibition, hits mostly inhibitors; 340,000 tested, 0.006% active; P17405; placental ASM, HMU-PC fluorogenic substrate, 60 min; also: potency is read from the fitted curve at half-maximal effect
Target sequence (P17405 47-631 limits assumed): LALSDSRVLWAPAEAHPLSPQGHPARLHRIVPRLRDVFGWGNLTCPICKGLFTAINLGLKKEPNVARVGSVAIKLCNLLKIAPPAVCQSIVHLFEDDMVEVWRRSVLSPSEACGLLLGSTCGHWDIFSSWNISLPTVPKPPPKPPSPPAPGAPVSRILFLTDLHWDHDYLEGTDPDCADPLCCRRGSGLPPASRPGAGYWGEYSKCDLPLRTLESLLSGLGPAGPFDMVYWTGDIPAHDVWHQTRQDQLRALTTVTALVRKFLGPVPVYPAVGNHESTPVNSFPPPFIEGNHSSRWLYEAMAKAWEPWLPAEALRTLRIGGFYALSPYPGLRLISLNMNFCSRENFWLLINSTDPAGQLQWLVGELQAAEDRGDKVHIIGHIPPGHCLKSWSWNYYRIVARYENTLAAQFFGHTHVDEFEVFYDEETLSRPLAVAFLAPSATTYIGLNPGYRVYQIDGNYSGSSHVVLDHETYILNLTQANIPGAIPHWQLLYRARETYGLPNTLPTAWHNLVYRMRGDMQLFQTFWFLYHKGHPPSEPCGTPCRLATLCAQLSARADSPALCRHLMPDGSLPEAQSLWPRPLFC
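Steps: dispense placental human ASM, pin compound, wait 10 min at room temperature, add HMU-PC0 substrate at 9 uM final, incubate 60 min at 37 °C, add stop solution raising pH to 10, read fluorescence.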
Starred values were filed as active, the others as inactive; [ ] = another dose, or the depositor's remark. Unless noted, calls follow the shape of the dose curve; as a rule, active = well fitted curve in the direction sought with a large enough effect; inconclusive = small, poorly fitted or top-dose-only effect, or another doubt; inactive = no such curve, though single readings can be large; an effect the other way counts as inactive or inconclusive.

`CC(C)(C)c1cc(C(=O)NCc2cccnc2)ccn1` gave USP2a inh -1%, Eya2 inh -17%, Menin-MLL TR inh 22%, GALK inh 0%, PKM2 activator 1%, TSHR antagonist 46, Mito fusion yeast 3%, MBNL1-CUG inh 2%, Chronic BCR inh 15%, KCNH2 WT inh -1 and ASM inhibitor 0%.
COCCNC(=O)c1ccc2c(c1)S(=O)(=O)c1cc(Cl)ccc1C2=O was read as USP2a inh -5%, Eya2 inh -9%, TSHR antagonist -14, Mito fusion yeast -1%, Chronic BCR inh -3% and ASM inhibitor -6%.
For COc1ccccc1CN1C[C@@H]2C[C@@H](c3cccc(O)c3)N3CCC[C@@]23C1=O the results were USP2a inh 0%, Eya2 inh -10%, Menin-MLL TR inh inconclusive, GALK inh 4%, PKM2 activator -1%, TSHR antagonist 8, Mito fusion yeast 12%, MBNL1-CUG inh 2%, Chronic BCR inh -2%, KCNH2 WT inh 9 and ASM inhibitor 6%.
Screening CC(=O)Nc1cc(NC(C)=O)cc(C(=O)NC(C)(C)C)c1 returned USP2a inh -2%, Eya2 inh 6%, Menin-MLL TR inh 2%, GALK inh 0%, PKM2 activator -12%, TSHR antagonist 0, Mito fusion yeast -2%, MBNL1-CUG inh 10%, Chronic BCR inh 2%, KCNH2 WT inh -4 and ASM inhibitor 1%.
For Cc1nc(C(=O)NNC(=O)Nc2ccccc2)cs1 the results were USP2a inh -1%, Eya2 inh -11%, GALK inh -2%, PKM2 activator -2%, TSHR antagonist 5, Mito fusion yeast 4%, MBNL1-CUG inh 2%, Chronic BCR inh 1%, KCNH2 WT inh -2 and ASM inhibitor 3%.
For NC(=O)c1c(NC(=O)c2c(F)cccc2F)sc2c1CCN(Cc1ccccc1)C2 the results were USP2a inh 1%, Eya2 inh 13%, Menin-MLL TR inh 23%, PKM2 activator -5%, TSHR antagonist -4, Mito fusion yeast 6%, MBNL1-CUG inh 99%[activator], Chronic BCR inh 11%, KCNH2 WT inh 4 and ASM inhibitor 2%.
COc1ccc(NC(=O)CSc2ncn[nH]2)c([N+](=O)[O-])c1 was read as USP2a inh 1%, Eya2 inh -23%, Menin-MLL TR inh 0%, GALK inh 0%, PKM2 activator inconclusive, TSHR antagonist -6, Mito fusion yeast -4%, MBNL1-CUG inh inconclusive, Chronic BCR inh 6%, KCNH2 WT inh 7 and ASM inhibitor -1%.
O=C(COC(=O)c1ccc[nH]c1=O)Nc1cc(S(=O)(=O)N2CCCCC2)ccc1Cl was read as USP2a inh -6%, Eya2 inh -6%, Menin-MLL TR inh -6%, GALK inh 1%, PKM2 activator 1%, TSHR antagonist -1, Mito fusion yeast -6%, MBNL1-CUG inh -7%, Chronic BCR inh 2%, KCNH2 WT inh 11 and ASM inhibitor -5%.
Screening O=C(N/C(=C\c1ccc(Br)cc1)c1nc2ccccc2[nH]1)c1ccco1 returned USP2a inh 1%, Eya2 inh 15%, Menin-MLL TR inh 26%, GALK inh 3%, PKM2 activator -4%, TSHR antagonist 6, Mito fusion yeast -5%, MBNL1-CUG inh 8%, Chronic BCR inh -6%, KCNH2 WT inh -2 and ASM inhibitor 10%.
Screening O=C(C(Cc1ccccc1)n1cccc1)N1CCc2ccccc21 (stereo unspecified) returned USP2a inh 0%, Eya2 inh 13%, Menin-MLL TR inh 13%, GALK inh 2%, PKM2 activator -6%, TSHR antagonist 6, Mito fusion yeast 9%, MBNL1-CUG inh -5%, Chronic BCR inh inconclusive, KCNH2 WT inh 3 and ASM inhibitor -3%.
For Cc1nonc1C1CCCN1C(=O)c1cc(COc2cccc(C(F)(F)F)c2)on1 (stereo unspecified) the results were USP2a inh -1%, Eya2 inh -17%, Menin-MLL TR inh 22%, GALK inh -1%, TSHR antagonist 18, Mito fusion yeast 11%, MBNL1-CUG inh -7%, Chronic BCR inh 1%, KCNH2 WT inh 2 and ASM inhibitor -15%.
Screening N#CC1=C(N)N2C(=C(C#N)C1c1ccccc1)Sc1ccccc12 (stereo unspecified) returned USP2a inh 4%, Eya2 inh 9%, Menin-MLL TR inh inconclusive, GALK inh -1%, PKM2 activator 1%, TSHR antagonist 3, Mito fusion yeast 4%, MBNL1-CUG inh 6% and Chronic BCR inh inconclusive.
COC(=O)c1cc(=O)[nH]c(SCc2cccc(C)c2)n1 was read as USP2a inh 0%, Eya2 inh 9%, Menin-MLL TR inh -1%, PKM2 activator 0%, TSHR antagonist 0, Mito fusion yeast 7%, MBNL1-CUG inh 1%, Chronic BCR inh 0%, KCNH2 WT inh 4 and ASM inhibitor 3%.
`O=C1CCC/C(=N/Nc2ccc(Cl)cc2)C1` gave USP2a inh 3%, Eya2 inh 2%, Menin-MLL TR inh inconclusive, GALK inh 0%, PKM2 activator -2%, TSHR antagonist -22, Mito fusion yeast -12%, MBNL1-CUG inh 5%, Chronic BCR inh 2%, KCNH2 WT inh -2 and ASM inhibitor -10%.
CCN(CC(=O)NCCCN1CCOCC1)S(=O)(=O)c1ccc(Cl)cc1 was read as USP2a inh 2%, Eya2 inh -4%, Menin-MLL TR inh -11%, GALK inh -1%, PKM2 activator -8%, TSHR antagonist -3, Mito fusion yeast -1%, MBNL1-CUG inh -4%, Chronic BCR inh 4%, KCNH2 WT inh 4 and ASM inhibitor -2%.
Screening COC(=O)c1cc(NC(=S)N2CCN(C(=O)C3CCCO3)CC2)cc(C(=O)OC)c1 (stereo unspecified) returned USP2a inh 1%, Eya2 inh -2%, Menin-MLL TR inh 2%, GALK inh 5%, PKM2 activator 3%, TSHR antagonist -1, Mito fusion yeast 3%, MBNL1-CUG inh -8%, Chronic BCR inh -10% and ASM inhibitor -1%.
`COc1ccc(C2/C(=C(/O)c3ccc(Cl)cc3)C(=O)C(=O)N2CCN2CCOCC2)c(OC)c1` (stereo unspecified) gave USP2a inh 2%, Eya2 inh 15%, Menin-MLL TR inh -22%, GALK inh -2%, PKM2 activator -1%, TSHR antagonist -11, Mito fusion yeast 0%, MBNL1-CUG inh 0%, Chronic BCR inh 3%, KCNH2 WT inh 11 and ASM inhibitor -2%.
CCCCn1c(N)c(N(CCOC)C(=O)c2sc3cc(F)ccc3c2Cl)c(=O)[nH]c1=O was read as USP2a inh 3%, Eya2 inh -45%, TSHR antagonist -3, Mito fusion yeast -3%, Chronic BCR inh 2%, KCNH2 WT inh 1 and ASM inhibitor 43%[activator].
For COC(=O)[C@]1(C)N[C@H](CN(C)C(=O)Nc2ccc(C)cc2)[C@@H]2C(=O)N(Cc3ccccc3)C(=O)[C@@H]21 the results were USP2a inh -1%, Eya2 inh 6%, TSHR antagonist -18, Chronic BCR inh 3%, KCNH2 WT inh -5 and ASM inhibitor -4%.
For Cc1ccc(Cn2ccc(-c3cnc(-c4ccccc4)s3)n2)cc1 the results were USP2a inh 2%, Eya2 inh -11%, Menin-MLL TR inh 6%, GALK inh -1%, PKM2 activator -4%, TSHR antagonist -32, Mito fusion yeast 7%, MBNL1-CUG inh 0%, Chronic BCR inh inconclusive, KCNH2 WT inh -8 and ASM inhibitor 58%[activator].
For O=C(Nc1nccs1)c1ccc2c(c1)C(=O)N(Cc1cccnc1)C2=O the results were USP2a inh 4%, Eya2 inh 0%, GALK inh 3%, PKM2 activator 1%, TSHR antagonist 10, Mito fusion yeast -1%, MBNL1-CUG inh inconclusive, Chronic BCR inh 3%, KCNH2 WT inh 0 and ASM inhibitor 0%.
`CCN1CCN(C(=O)CN(C)S(=O)(=O)c2ccc(Cl)cc2)CC1` gave USP2a inh 0%, Eya2 inh 0%, Menin-MLL TR inh -1%, GALK inh 3%, PKM2 activator -4%, TSHR antagonist 5, Mito fusion yeast -4%, MBNL1-CUG inh 8%, Chronic BCR inh 16%, KCNH2 WT inh 1 and ASM inhibitor 6%.
`Cc1ccc(CNc2ccc3c(c2)OCO3)cc1` gave Menin-MLL TR inh -29%, GALK inh 2%, PKM2 activator 19%, Mito fusion yeast 0%, MBNL1-CUG inh inconclusive, KCNH2 WT inh 14 and ASM inhibitor 17%.

An excerpt (hit frequency here may not be typical).
